# Source: PubChem (Broad Institute)
# CASP6 VEID inh = blocks human caspase-6 cleavage activity; hit rate 0.53% among 350,000; P55212; inhibition, % at 12.5 µM; purified caspase-6, Z-VEID-R110 cleavage fluorescence;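 active = mean inhibition across replicates at least about 35%, with every replicate also reaching that limit, limit read from the data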;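 note: 0% = median of neutral control wells and 100% = no fluorescence left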
# Target sequence (P55212 24-179 limits assumed): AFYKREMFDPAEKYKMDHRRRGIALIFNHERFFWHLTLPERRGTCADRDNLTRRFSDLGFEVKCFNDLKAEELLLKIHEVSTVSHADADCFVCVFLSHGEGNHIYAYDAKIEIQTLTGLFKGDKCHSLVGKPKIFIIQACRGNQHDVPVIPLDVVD
# Target sequence (P55212 194-293 limits assumed): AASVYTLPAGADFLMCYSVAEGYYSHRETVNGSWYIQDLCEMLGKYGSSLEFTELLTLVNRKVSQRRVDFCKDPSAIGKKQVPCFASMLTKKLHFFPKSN
# PAX8 reporter = lowers PAX8-driven luciferase in RMG-I cells; RMG-I TPO-luciferase reporter, SteadyGlo, 24 h; inhibition, % at 12.6 µM; hit rate 1.2% among 360,000; AID 652154;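 active = mean replicate inhibition at least 60% with every replicate also reaching 60%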;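 note: luciferase light reporting Pax8 driven TPO promoter activity; plate controls were median of neutral control wells for no effect and mitoxantrone controls for full effect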
# PGC1a acetyl inh = PGC1a acetylation modulation, inhibitor mode; hit rate 0.17% among 350,000; inhibition, % at 15.6 µM; U2OS PGC1a acetylation, AlphaScreen anti-acetyl-lysine; with virally co-expressed GCN5 acetyltransferase;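 active = every replicate shows inhibition of at least 40%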;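 note: 0% = neutral control wells and 100% = positive control wells; some results beyond the cut were filed as inactive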
# EWS-Fli inh = blocks EWS/Fli oncoprotein-driven transcription | A673 NR0B1-luciferase reporter, viability-normalised | inhibition, % at 12.6 µM | hit rate 0.67% among 350,000 | AID 651661;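 active = mean inhibition of at least 50% after viability correction, with every replicate also passing that limit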;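 note: firefly luciferase signal divided by Alamar Blue viability fluorescence both relative to DMSO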
# miR-122 sensor = miR-122 inhibition in Huh7 cells; hit rate 0.3% among 340,000; activation (reporter increase), % at 12.5 µM; Huh7 miR-122 Renilla luciferase sensor, 48 h; neutral wells = 0, positive control = 100;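 active = mean replicate activation score at least 90 and every replicate individually at or above 90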;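 note: higher luciferase means less miR-122 activity so hits act as miR-122 inhibitors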
# Cneo AK release = Cryptococcus neoformans lysis via adenylate kinase release | C. neoformans lysis, adenylate kinase release luminescence, 4 h; normalised: neutral wells 0, clomiphene wells 100 | lysis activity, % at 15 µM | hit rate 0.2% among 360,000;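 active = mean lysis activity across replicates of at least 80%, whatever share of replicates individually reach that level; inactive = mean lysis activity below 80%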
#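 Material – Cryptococcus neoformans yeast cells · Quantity – 5 × 10^6 yeast cells/mL · Buffer or medium – YPD medium · Compound – single dose · Timing – 4 h static compound exposure, 37 °C, read 1 h post-reagent · Signal – adenylate kinase release luminescence · Read-out basis – lysis from increased AK signal · Benchmarks – Clomiphene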
# FN deposition inh = fibronectin deposition inhibition. hit rate 0.086% among 350,000. inhibition, % at 12.6 µM. AH1F fibroblasts, Alexa488-fibronectin deposition fluorescence, overnight;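 active = mean inhibition across replicates of 30% or more, regardless of how many single replicates reach that level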;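 note: positive control wells lacked labelled fibronectin entirely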
#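 Assay system: AH1F fibroblasts / Quantity: 10000 cells per well / Medium: DMEM plus 2% serum, read in PBS / Reagent: labelled fibronectin 24 nM / Dosing: single dose, pinned / Times: 1 h cell attachment, overnight exposure to compound and label / Signal: fluorescence, ex 485 nm, em 525 nm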
# LGR2 antag = Drosophila LGR2 receptor signaling inhibition; inhibition, % at 9.99 µM; HEK293 LGR2, CRE-luciferase, bursicon-stimulated, 4 h; hit rate 0.35% among 380,000;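 active = drop in luminescence signal, shown as inhibition above about 50% in the replicate tests, limit read from the data, passing the limit was not always enough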;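 note: agonist challenge used bursicon conditioned medium at about half maximal strength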
# * marks the source's active call; other numbers are inactive results; x = no result given; & = joins results of further samples; [ ] = remark or other dose. This is a random part of the collection; 2.5% or so of the library scored in one or more.
SMILES,CASP6 VEID inh,PAX8 reporter,PGC1a acetyl inh,EWS-Fli inh,miR-122 sensor,Cneo AK release,FN deposition inh,LGR2 antag
CC(Oc1ccccc1)C(=O)N1CCN(C(=O)C(C)Oc2ccccc2)CC1 (configuration not stated),3,3,x,3,x,11,x,4
CC/C(=N\NS(=O)(=O)c1ccc(C)cc1)c1ccco1,0,25,3,9,16,-1,-3,2
COc1ccc(CN(C(C)=O)c2cc(C)c([N+](=O)[O-])cc2OC)cc1OC,0,-20,x,-1,-15,1,-6,-9
COc1cccc(C(=O)Nc2ccc3c(c2)C(=O)N(C)C[C@@H](OC)[C@@H](C)CN(C(C)=O)[C@H](C)CO3)c1,0,-11,-9,2,x,10,-26,6
CNC[C@@H]1Oc2ncc(-c3ccc(C#N)cc3)cc2C(=O)N([C@H](C)CO)C[C@@H]1C,-1,x,4,-6,6[16.7 µM],-1,x,-1
Cc1noc(C)c1NC(=O)N[C@H]1CC[C@H](CCNC(=O)C2CCC2)O[C@H]1CO,0,-3,-1,8,x,-4,x,7
Cc1ccc(NC(=O)COC(=O)COc2ccc(Cl)cc2C)c([N+](=O)[O-])c1,x,-21,26,x,1,0,-1,0
CC(C)[C@@H](NC(=O)C1CCC(CNC(=O)[C@H](Cc2ccccc2)NC(=O)OC(C)(C)C)CC1)C(=O)O (some centres not stated),-1,-29,-3,8,-10,0,2,-11
CCOC(=O)c1ccc(N=C2NC(=O)CS2)cc1,x,-2,-6,x,4,4,3,x
C/C=C/c1cnc2c(c1)C(=O)N([C@@H](C)CO)C[C@@H](C)[C@H](CN(C)C(=O)CN1CCOCC1)O2,10,x,6,-5,-2[16.7 µM],-8,-5,-7
C/C=C/c1ccc([C@@H]2[C@@H](CNC(C)=O)N(Cc3ccccn3)[C@H]2CO)cc1,x,-8,0,2,-14[16.7 µM],0,-11,2
O=C(NCCc1ccccc1)C1CCCN(c2cnccn2)C1 (configuration not stated),-1,4,10,x,-4,-2,1,1
CCCc1nnc(NC(=O)CCC(=O)N2CCN(c3nc(C)cc(C)n3)CC2)s1,-4,-2,-12,-9,x,x,-5,9
COc1ccc(N/N=C(C)/C(=N/O)C(=O)Nc2ccccc2)cc1,4,-23,0,-13,2,-5,5,-51
CNC[C@H]1Oc2ncc(-c3ccc(C#N)cc3)cc2C(=O)N([C@@H](C)CO)C[C@H]1C,-1,x,9,-9,2[16.7 µM],4,x,-13
COc1ccc(-c2cnc3c(c2)C(=O)N([C@H](C)CO)C[C@H](C)[C@H](CN(C)C(=O)NC2CCCC2)O3)cc1,-5&-3,0&3,-7&-4,-3&-7,1&-7[16.7 µM],8&60,6,7
Cn1c(COc2ccc3ccccc3c2)nnc1SCC(=O)O,x,-6,x,x,8,-1,6,x
C=CCc1cccc2cc(C(=O)N3CCOCC3)c(=O)oc12,1,2,4,-2,-10,-2,8,2
COCCc1ccc(OCC(O)CNC(C)C)cc1 (configuration not stated),2&-8,-38&-10,-2,-12&0,-2&-1&0,-1&-2&-2,-3&-6&-7,-1&10
COc1ccc(CNC(=O)c2cc(C(=O)C3CC3)c[nH]2)cc1,-7,0,-22,6,4,-1,x,-5
COc1ccc(CNC(=O)CS(=O)(=O)Cc2nc(-c3cccc(OC)c3)oc2C)cc1,-2,14,-1,-4,-9,-2,-10,7
O=C(OCCN1CCOCC1)c1cccnc1,0&6,x,-4&-4,1&0,-1&2,-5&0,x,22&7
Cn1cccc1Cc1nnc(SCC(=O)NCCc2ccccc2)n1-c1ccc(F)cc1,1,1,-4,4,-1,-2,-19,-35
COc1ccc(CNC(=O)CN2C(=O)NC(C)(c3ccc(C(C)(C)C)cc3)C2=O)cc1 (configuration not stated),1,-10,-20,-9,2,5,4,-9
COC(=O)C1=C(C)N(Cc2cccc(C(F)(F)F)c2)C(=NCc2cc(OC)c(OC)c(OC)c2)NC1c1cccc(F)c1 (configuration not stated),2,34,x,17,x,x,2,13
Cc1ccc(/C(N)=N/OC(=O)Cc2cccc3ccccc23)cc1,0,-17,x,-15,x,x,11,22
CC(C)Cc1ccc(C(C)CC2=CCC(CN(C)C)C2=O)cc1 (configuration not stated),-1,49,7,45,0,x,-1,11
OC(c1ccc2ccccc2n1)c1c(Cl)cccc1Cl (configuration not stated),1,-10,x,-40,0,-1,-1,13
COc1cc(Nc2nc(SCC#N)nc3ccccc23)cc(OC)c1OC,x,x,5,x,0,1,2,7
CCN(CC)CCN(C(=O)c1ccc2c(c1)OCCO2)c1nc2cc3c(cc2s1)OCO3,3,-13,x,-16,-3,0,13,3
Cc1csc(SCC(=O)Nc2ccc(Cl)cn2)n1,x,x,-14,x,-6,0,-16,x
O=C(C1CCN(Cc2cn[nH]c2-c2ccc(F)cc2F)CC1)N1CCOCC1,6,-11,x,-8,x,x,x,2
CN(C)CC#Cc1ccc([C@@H]2[C@@H](CO)N3C(=O)CN(C(=O)c4cccc(F)c4)C[C@H]23)cc1,-24,-18,-2,3,x,x,x,-1
CSCCC(=O)N1CCC(n2nccc2NC(=O)c2ccc3c(c2)OCO3)CC1,-1,-311,11,-94,-2,1,-8,-55
CC(=O)c1cc(C(=O)NC2CCCc3c2cnn3-c2cc(C)cc(C)c2)[nH]n1 (configuration not stated),4,-45,x,-23,-7,3,x,-24
COC(=O)[C@H](Cc1ccccc1)NC(=O)NCCc1ccccc1F,0,16,-5,-2,0,0,6,-8
C[C@@H]1CN([C@@H](C)CO)C(=O)c2cc(-c3ccncc3)cnc2O[C@H]1CN(C)S(=O)(=O)c1ccccc1,-1,13,5,0,2[16.7 µM],4,x,2
CCc1nonc1NC(=O)c1oc2ccc(Cl)cc2c1C,-1,-88,2,-55,10,0,5,-20
COc1ccc(/C=N/NC(=O)C(=O)N2CCCCCC2)cc1O,2,11,x,x,5,3,10,-1
CC(C)(C)c1ccccc1NC(=O)C1=COCCO1,2,x,4,-5,1,1,-1,-5
COc1ccc(C2C(C#N)=C(C)NC(C)=C2C#N)c(OC)c1,3,-10,x,8,x,x,5,12
COC(=O)CNC(=O)C1CCC(CNS(=O)(=O)c2cccc3nsnc23)CC1 (configuration not stated),1,2,9,9,x,-11,0,4
CCCCC(=O)NC(=S)Nc1cccc(NC(=O)c2ccccc2)c1,1,-18,7,14,x,x,x,-1
COC(=O)/C=C1\S/C(=N/NC(=O)c2ccc(OC)cc2)NC1=O,-1,-15,1,0,x,x,5,-2
O=C(Cc1cccs1)Nc1nnc(SCc2ccc(Br)cc2)s1,-4,-4,x,3,x,x,-11,-13
Cc1cc2nc(SCC(=O)N(C)C)c3c(c2cc1C)CCCC3,12,x,5,3,20,1,x,-8
CC(NC(=O)c1ccccc1)C(=O)OCC(=O)N1c2ccccc2Sc2ccccc21 (configuration not stated),0,-14,x,1,14,6,5,x
CSc1n[nH]c(N)c1S(=O)(=O)c1ccc(Cl)cc1,0,4,x,-13,48,5,-5,-6

# Arranged by SMILES length (ascending): five of the compounds above
SMILES,CASP6 VEID inh,PAX8 reporter,PGC1a acetyl inh,EWS-Fli inh,miR-122 sensor,Cneo AK release,FN deposition inh,LGR2 antag
COc1ccc(/C=N/NC(=O)C(=O)N2CCCCCC2)cc1O,2,11,x,x,5,3,10,-1
Cc1ccc(/C(N)=N/OC(=O)Cc2cccc3ccccc23)cc1,0,-17,x,-15,x,x,11,22
Cn1cccc1Cc1nnc(SCC(=O)NCCc2ccccc2)n1-c1ccc(F)cc1,1,1,-4,4,-1,-2,-19,-35
Cc1ccc(NC(=O)COC(=O)COc2ccc(Cl)cc2C)c([N+](=O)[O-])c1,x,-21,26,x,1,0,-1,0
COc1ccc(-c2cnc3c(c2)C(=O)N([C@H](C)CO)C[C@H](C)[C@H](CN(C)C(=O)NC2CCCC2)O3)cc1,-5&-3,0&3,-7&-4,-3&-7,1&-7[16.7 µM],8&60,6,7

# (cont.)
SMILES,CASP6 VEID inh,PAX8 reporter,PGC1a acetyl inh,EWS-Fli inh,miR-122 sensor,Cneo AK release,FN deposition inh,LGR2 antag
CC(C)Oc1ccc(CNC(=O)CCC(=O)N2CC(C)Sc3ccccc32)cc1 (configuration not stated),0,-7,x,0,2,5,-5,8
OCCN1CCN(CC(O)COc2ccc(C34CC5CC(CC(C5)C3)C4)cc2)CC1 (configuration not stated),-36,19,-20,33,x,x,-1,-5
CC(C)N(C(=O)[C@H]1C[C@H](CC(=O)NCCC2=CCCCC2)C(=O)N2CCc3c([nH]c4cc(CCC(=O)N(C)C)ccc34)[C@]12C)C(C)C,2,5,x,4,x,-2,8,-10
Cc1cccc(NC(=O)c2cc(S(=O)(=O)N3CCOCC3)cn2C)c1C,-1,4,2,6,-6,1,-17,22
COC(=O)[C@@]1(Cc2ccc(F)cc2)[C@H]2c3cc(C(=O)N(C)C)n(Cc4ccc(C)c(F)c4F)c3C[C@H]2CN1C(=O)c1ccccc1,-3,30,x,10,x,x,9,1
OCCC1CN(CCCc2ccccc2)CCN1CCc1ccccc1 (configuration not stated),-2,0,-8,13,1,-6,2,2
CCOc1ccc2[nH]cc(C(=O)N3CCN(CC)CC3)c(=O)c2c1,x,-5,-9,x,0,-2,x,x
CCCNC(=O)N1[C@@H]2CNC[C@H]1C2c1ccc(/C=C/c2ccccc2)cc1 (some centres not stated),2&-1,x,7&-4,x,x,x,0&3,30&-27
C[C@@H]1CN([C@@H](C)CO)C(=O)Cc2cc(NS(=O)(=O)c3cn(C)cn3)ccc2O[C@H]1CN(C)Cc1ccc(C(F)(F)F)cc1,-1,6,-8,1,-11[16.7 µM],4,x,-2
COc1ccccc1Oc1ncnc2c1oc1ccccc12,2,22,4,-4,-2,x,3,0
O=C(NCCc1ccccc1)[C@@H]1[C@@H](CO)[C@@H]2Cn3c(cccc3=O)[C@H]1N2CC1CC1,0,-2,-1,-7,-2[16.7 µM],0,x,-6
C[C@H]1CN([C@@H](C)CO)C(=O)c2cccc(NC(=O)Nc3ccc(F)cc3)c2O[C@H]1CN(C)C(=O)Nc1cccc2ccccc12,0,x,-6,1,12[16.7 µM],-1,x,24
COCCSc1nnc(NC(=O)CCS(=O)(=O)c2ccccc2)s1,2,80*,x,-16,-1,0,5,-2
S=c1[nH]c2ccccc2c2ccccc12,1,10,x,8,0,0,5,-2
COc1cc(C2N(c3ccccn3)C(=O)C3CCCN32)cc(OC)c1OC (configuration not stated),x,9,-2,x,0,4,-8,x
COC(=O)Cc1csc(Nc2ccccc2Cl)n1,1,24,-3,-2,-2,-2,-1,-42
Oc1ccc(C[C@@H]2CNC(=S)N2CCCCC2CCCCC2)cc1,4,-14,-19,-3,43,10,-11,-2
CCOC(=O)N1CCN(c2c(-c3ccccc3)c3cc(Cl)ccc3[nH]c2=O)CC1,x,x,-9,x,-7,3,-5,-7
O=C(Cc1ccc(Cl)cc1Cl)OCC(=O)N1CCN(C(=O)c2ccco2)CC1,-2,-20,7,-1,x,x,0,x
CCCNC(=O)C(=O)c1cccn1-c1ccsc1C(=O)OC,x,0,5,x,-1,0,-5,x
CCN(C[C@@H]1[C@H](c2ccccc2)[C@@H](CO)N1C(C)=O)C(=O)c1ccccn1,-4,-12,7,-1,-29[16.7 µM],38,-5,-6
CO[C@H]1CN(C)C(=O)c2cc(NC(=O)c3ccccc3F)ccc2OC[C@@H](C)N(CC2CCOCC2)C[C@H]1C,1,x,5,0,x,-1,-3,-5
Nc1ccc2oc(-c3cccs3)nc2c1,x,-167,-28,x,1,-2,1,x
O=C(CC(C(=O)O)C1CCCO1)Nc1cccc(C(F)(F)F)c1 (configuration not stated),x,x,-1,x,-1,7,-9,x
